Rpn11 block: Rpn11 (PSMD14) deubiquitinase inhibitors, primary screen, biochemical, fluorescence polarization, uHTS; 26S proteasome non-ATPase regulatory subunit 14 (Homo sapiens), O00487; human 26S proteasome, Ub4-pepOG fluorescence polarization; 20S core pre-blocked with epoxomicin; calls only at 20 µM; actives 0.59% (n = 360,000);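 active means inhibition at 20 µM, scaled to each plate's controls, above about 33%, limit read from the data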
STEP block: STEP phosphatase inhibitors, primary screen, biochemical, fluorescence intensity, uHTS | recombinant STEP, OMFP fluorogenic substrate | inhibition, % at 20 µM | actives 0.25% (n = 360,000) | AID 588621, 2011;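 active means inhibition at 20 µM, scaled per plate between control wells, above about 37%, limit read from the data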;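 further: 0% = DMSO with enzyme and substrate and 100% = substrate only without enzyme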
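Assay system: isolated STEP enzyme. Buffer or medium: pH 6.0 Bis-Tris with DTT and Tween 20. Also added: fluorogenic phosphatase substrate OMFP at 25 µM final. Dosing: 20 µM, 1% DMSO. Timing: 20 min reaction, room temperature, in the dark. Measured by: fluorescence intensity, excitation 480 nm, emission 540 nm. Evaluation: normalized % inhibition.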
MLLE-PAM2 inh: inhibitors of PABP1 MLLE–PAM2 peptide binding, primary screen, biochemical, fluorescence polarization, FITC-PAM2, GST-MLLE; Polyadenylate-binding protein 1 (Homo sapiens), P11940; inhibition, % at 20 µM; actives 0.36% (n = 360,000); AID 588489, 2011; in the data active means inhibition above about 35%, passing the limit was not always enough;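 further: plate controls were DMSO wells with GST-MLLE for no effect and wells lacking GST-MLLE protein for full effect; some results filed as inactive read as strong as hits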
Target sequence (P11940 whole entry, looked up): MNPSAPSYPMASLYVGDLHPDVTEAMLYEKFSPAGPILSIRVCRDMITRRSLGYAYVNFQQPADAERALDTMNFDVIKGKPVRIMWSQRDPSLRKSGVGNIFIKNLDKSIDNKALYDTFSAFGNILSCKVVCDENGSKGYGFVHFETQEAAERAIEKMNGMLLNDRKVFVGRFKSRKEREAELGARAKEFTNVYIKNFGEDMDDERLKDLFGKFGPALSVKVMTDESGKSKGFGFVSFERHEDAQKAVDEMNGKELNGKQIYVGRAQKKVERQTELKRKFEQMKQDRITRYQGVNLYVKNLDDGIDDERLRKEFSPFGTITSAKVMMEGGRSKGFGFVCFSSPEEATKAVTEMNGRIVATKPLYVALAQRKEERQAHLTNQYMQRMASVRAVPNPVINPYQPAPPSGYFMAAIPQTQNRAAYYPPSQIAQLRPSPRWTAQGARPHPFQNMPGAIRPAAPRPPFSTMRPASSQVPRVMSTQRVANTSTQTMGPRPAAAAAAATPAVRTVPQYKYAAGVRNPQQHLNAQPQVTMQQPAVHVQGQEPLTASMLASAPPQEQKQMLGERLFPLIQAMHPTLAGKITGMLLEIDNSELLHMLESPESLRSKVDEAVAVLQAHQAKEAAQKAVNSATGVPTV
Scp1 inh: Scp-1 phosphatase inhibitors, primary screen, biochemical, colorimetric, uHTS. Recombinant Scp1, phosphopeptide, malachite green phosphate absorbance. AID 493091, 2011. actives 0.88% (n = 340,000). inhibition, % at 20 µM. Carboxy-terminal domain RNA polymerase II polypeptide A small phosphatase 1 (Homo …;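 active means inhibition above about 50% at 20 µM, limit read from the data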;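 further: plate controls were DMSO wells with enzyme for no effect and wells lacking enzyme for full effect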
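Test system: SCP-1 phosphatase catalytic domain, residues 76-261; measured by: colorimetric phosphate reagent with accelerator and stabiliser, absorbance at 630 nm; timing: enzyme reaction 45 min at room temperature, colour 5 min, stabilisation 30 min; also added: Phosphorylated 17-residue peptide substrate; compound dosing: one concentration, 20 µM, with 1.0% DMSO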
NadD inh: inhibitors of S. aureus NadD, primary screen, biochemical, colorimetric, uHTS; inhibition, % at 20 µM; actives 0.78% (n = 360,000); Nicotinate-nucleotide adenylyltransferase NadD (Staphylococcus aureus N315); purified NadD enzyme, colorimetric absorbance read-out; in the data active means inhibition above about 26%; further: some compounds past the cut are filed as inactive
SUMO1-SIM PPI: modulators of SUMO1 protein-protein interactions, primary screen, biochemical, uHTS. AID 602429, 2012. SUMO1 binding to a labelled peptide, TR-FRET, 1 h. actives 0.33% (n = 360,000). inhibition, % at 20 µM. Small ubiquitin-related modifier 1 (Homo sapiens), P63165; in the data active means inhibition above about 37%
Target sequence (P63165 whole entry, looked up): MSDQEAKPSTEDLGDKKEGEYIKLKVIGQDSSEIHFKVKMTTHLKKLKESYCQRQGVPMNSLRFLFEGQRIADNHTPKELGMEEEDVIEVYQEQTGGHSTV
DNMT1 block: human DNMT1 methyltransferase inhibitors, primary screen, biochemical, molecular beacon, fluorescence, HinP1I cleavage, uHTS | inhibition (reported as % activation of signal), % at 10 µM | AID 588458, 2011 | DNA (cytosine-5)-methyltransferase 1 (Homo sapiens), P26358 | actives 0.83% (n = 360,000); in the data active means inhibition above about 50%
CSN deneddyl inh: inhibitors of CSN-mediated cullin deneddylation, primary screen, biochemical, fluorescence polarization, uHTS; COP9 signalosome complex subunit 5 (Homo sapiens), Q92905; Purified CSN, SCF-Nedd8-OG deneddylation; inhibition, % at 12.5 µM; actives 0.38% (n = 360,000); AID 651999, 2013;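 active means pattern-corrected inhibition above about 35%, with an unprinted fluorescence ratio check between 0.5 and 1.5, limit read from the data, passing the limit was not always enough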;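 further: 0% = enzyme with substrate and 100% = substrate without enzyme; some results filed as inactive read as strong as hits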
Target sequence (Q92905 whole entry, looked up, one chain of several): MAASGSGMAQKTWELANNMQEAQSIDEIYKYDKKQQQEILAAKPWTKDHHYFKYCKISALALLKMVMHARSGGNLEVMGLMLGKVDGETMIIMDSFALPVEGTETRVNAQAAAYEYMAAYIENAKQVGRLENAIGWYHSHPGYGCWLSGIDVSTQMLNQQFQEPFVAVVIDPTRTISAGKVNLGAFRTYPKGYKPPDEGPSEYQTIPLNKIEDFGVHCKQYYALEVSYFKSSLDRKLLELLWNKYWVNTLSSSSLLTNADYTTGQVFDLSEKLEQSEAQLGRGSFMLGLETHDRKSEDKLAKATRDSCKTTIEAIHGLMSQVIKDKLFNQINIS
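Test system: Human Csn5 produced in HEK293T cells | Compound: 12.5 µM single point | Times: 90 min, room temperature | Signal: Fluorescence polarization readout | Read-out basis: % inhibition of substrate cleavage by Csn5 | Controls: no-enzyme wells high, enzyme-with-substrate wells low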
LMPTP block: LMPTP phosphatase inhibitors, primary screen, biochemical, fluorescence intensity, uHTS; inhibition, % at 20 µM; AID 651560, 2012; actives 0.22% (n = 360,000); Low molecular weight phosphotyrosine protein phosphatase (Homo sapiens), P24666; recombinant LMPTP-A, OMFP fluorogenic substrate;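 active means compounds that cut the enzyme signal by at least half of the control window in the single-dose screen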;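 further: plate controls were DMSO wells with enzyme plus substrate for no effect and substrate without enzyme for full effect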
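test system = LMPTP-A | amount = 0.625 nM LMPTP-A final | reagent = fluorogenic phosphatase substrate OMFP at 400 µM final | incubation = 50 min at room temperature | benchmarks = no-enzyme low control, uninhibited high control | medium = Bis-Tris pH 6.0, DTT, detergent | signal = fluorescence intensity of OMFP turnover product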
Tb MetRS inh: T. brucei MetRS inhibitors, primary screen, biochemical, luminescence | inhibition, % at 11.9 µM | actives 0.4% (n = 360,000) | purified T. brucei MetRS, ATP depletion, Kinase-Glo luminescence;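 active means inhibition above a per-plate cutoff of the control wells' mean inhibition plus 3 SD, cut at about 5.5% in these data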;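 further: 0% = DMSO wells median and 100% = median of wells with control inhibitor compound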
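System: purified T. brucei MetRS enzyme / Detection: Kinase-Glo luciferase luminescence reporting remaining unconsumed ATP / Medium: HEPES buffer with MgCl2, KCl, DTT, spermine, BSA, pyrophosphatase / Replication: singlicate, one well per compound / Evaluation: percent inhibition relative to median high and low control wells / Schedule: 2 h aminoacylation at 25 °C after 15 min preincubation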
* = called active by the depositor; i = inactive; . = not tested or not shown; + = active, no number.

SMILES	Rpn11 block	STEP block	MLLE-PAM2 inh	Scp1 inh	NadD inh	SUMO1-SIM PPI	DNMT1 block	CSN deneddyl inh	LMPTP block	Tb MetRS inh
Cc1ccc(C(CC(=O)c2ccc(Cl)cc2)C(=O)O)cc1 (stereo not drawn)	i	-1	-2	-7	0	3	-2	-1	-0.9	-0.2
CC(C)(C)C1CCC2(CC1)NC(=S)N(c1ccccc1)N2 (stereo not drawn)	i	4	-37	3	0	3	-1	-2	-0.8	-0.5
COc1ccc(C2=Nc3ccccc3NC(=O)C2N(CCc2ccccc2)C(=O)c2cccs2)cc1 (stereo not drawn)	i	-3	-3	.	-3	-6	6	4	1.4	-0.3
O=C(CCCC(=O)N(CC(=O)NC1CCCC1)Cc1ccc(F)cc1)Nc1ccccn1	i	3	3	-7	-6	0	1	-6	0.6	-0.4
O=C(C(=O)c1cc(Br)ccc1O)c1cc(Br)ccc1O	i	-4	9	-12	-6	12	-3	4	0.8	0.2
COC(=O)C1=C(C)N(c2cccc(C(C)=O)c2)C(=O)C1	i	-2	13	-4	-1	-3	-8	-1	-0.5	-0.5
CSc1nc(=O)n2cc(C)ccc2n1	i	0	0	-3	1	-4	1	-13	0.1	-0.8
COc1ccc(-c2cc(C(=O)NNC(=O)c3csc(N4CCOCC4)n3)c3ccccc3n2)cc1OC	i	1	-15	-6	2	-12	1	0	0.8	-0.2
C/C(=N\NC(=O)c1cccc(S(=O)(=O)Nc2cccc(Cl)c2)c1)c1cccs1	i	-1	-15	-7	14	17	-11	-6	0.5	0.8
O=[N+]([O-])c1ccc(-c2nn(-c3ccccc3)cc2/C=N/n2c(-c3cccs3)n[nH]c2=S)cc1	i	1	-92	-4	43*	5	2	1	-0.9	-0.2
CC(=O)OCC1=C(C(=O)O)N2C(=O)[C@@H](NC(=O)Cc3ccccc3)[C@H]2SC1	i	0	30	33	2	3	-2	5	-0.4	0.6
CCN1C=C(C(C)=O)C(=O)CC1	i	2	12	-17	4	3	11	-3	0.2	0.7
C=CCSc1cc(C)nc2c(-c3ccccc3)c(C)nn12	i	-1	-127	-3	-4	-3	-1	5	1.1	-1.2
CCOC(=O)C(C(=O)OCC)C(CC(=O)C1CC1)c1ccccc1 (stereo not drawn)	i	2	-4	-12	-6	-2	1	0	-1.9	-1.2
Cc1cccc(NC(=O)CSc2nnc(CCC(=O)Nc3ccc(C)c(Cl)c3)n2C)c1	i	-1	-11	9	-1	-3	-3	4	-0.7	-1.2
Cc1cccc(OCCNC(=O)c2ccc(Oc3ccc(C(F)(F)F)cc3[N+](=O)[O-])cc2)c1	i	4	-8	-13	2	-5	-8	6	4.5	-0.6
C=CCOc1ccc(/C=C/C(=O)OCC(=O)N2CCN(S(=O)(=O)c3ccc(C)cc3C)CC2)cc1	i	-2	1	-8	-4	-2	10	-6	1.5	-0.2
Cn1nc(-c2ccc(Cl)cc2)c2cc(C(=O)N3CCN(C(=O)c4ccco4)CC3)sc21	i	1	-5	-15	1	3	-7	2	1.7	-0.8
CCOc1cc(NC(=O)c2ccco2)c(OCC)cc1NC(=O)CCC(=O)NCc1cccnc1	i	1	-4	4	-1	1	-9	-2	-2.4	0.3
C/C(=N\NC=O)c1ccncc1	i	-3	0	7	3	3	2	-2	-1.9	-1.2
O=C(Nc1ccc2[nH]c(=O)[nH]c2c1)C(F)(F)F	i	5	3	-4	-4	1	0	5	-1.0	-0.5
COC(=O)Nc1ccc2c(c1)ncn2C1CCCCC1	i	-1	6	9	3	1	2	0	-0.7	-1.5
O=C(CSCC(=O)OCC(=O)N1CCN(C(=O)c2ccco2)CC1)Nc1ccc(Cl)cc1	i	-3	-8	.	0	-5	-5	-2	1.3	0.2
CCN(c1ccccc1)S(=O)(=O)c1ccc(N2CCN(c3ccccc3O)CC2)nc1	i	1	6	-3	17	7	-9	0	3.7	0.0
O=C(Nc1ccccc1F)c1cc(Cl)sc1Cl	i	-1	2	-9	-3	-2	0	-4	-0.8	-0.5

Brought forward from above: 3 entries, then new ones.
SMILES	Rpn11 block	STEP block	MLLE-PAM2 inh	Scp1 inh	NadD inh	SUMO1-SIM PPI	DNMT1 block	CSN deneddyl inh	LMPTP block	Tb MetRS inh
O=C(CSCC(=O)OCC(=O)N1CCN(C(=O)c2ccco2)CC1)Nc1ccc(Cl)cc1	i	-3	-8	.	0	-5	-5	-2	1.3	0.2
CCN(c1ccccc1)S(=O)(=O)c1ccc(N2CCN(c3ccccc3O)CC2)nc1	i	1	6	-3	17	7	-9	0	3.7	0.0
O=C(Nc1ccccc1F)c1cc(Cl)sc1Cl	i	-1	2	-9	-3	-2	0	-4	-0.8	-0.5
CNC(=S)N(C1=NCC(c2ccc([N+](=O)[O-])cc2)S1)c1ccccc1 (stereo not drawn)	i	0	-76	-22	4	-16	-1	0	4.5	0.5
Cc1cc(NC(=O)c2ccc(S(=O)(=O)N(C)C)cc2)n(-c2ccccn2)n1	i	1	10	22	-2	3	0	2	-0.3	-0.4
CCN(CC(=O)NCc1cccs1)C(=O)c1ccc(NS(=O)(=O)c2ccc(F)cc2)cc1	i	1	2	-8	-1	1	2	0	-1.8	-0.4
C/C(=N\NC(=O)c1ccc(Cn2cc(Br)cn2)o1)c1cccc(NC(=O)C(C)C)c1	i	-2	0	-1	2	4	-2	5	-0.5	-1.6
Cc1cccc(NC(=O)CCNS(=O)(=O)c2cc(Br)cnc2N)c1C	i	-2	2	7	1	-1	2	0	-0.8	-0.8
COc1ccc(S(=O)(=O)N2CCCC2)cc1OC	i	1	-2	0	2	0	1	3	0.0	-1.3
O=C(Nc1ccc(Cl)cc1Cl)C1=Cc2ccccc2OC1	i	8	6	-5	-6	-3	-4	2	0.9	1.1
CN(c1ccc(C(=O)N2CCCCCC2)cc1)S(=O)(=O)c1ccc(Cl)cc1	i	2	3	-15	-4	1	0	4	0.2	0.1
CC1CCCC(C)N1C(=O)COC(=O)Cc1ccc(F)cc1 (stereo not drawn)	i	-1	-2	-3	-6	4	0	-1	-0.8	-1.4
O=C(O)CN1C(=O)c2cccc3c(Br)ccc1c23	i	1	4	0	-8	-14	0	2	-0.6	0.0
COc1ccc(Cc2nnc(N/N=C/c3ccccc3O)[nH]c2=O)cc1OC	i	1	-26	4	4	2	6	-19	1.7	0.5
CCN(c1ccc(OC)cc1)S(=O)(=O)c1ccc(-c2ccc(=O)[nH]n2)o1	i	0	-7	0	-6	-24	3	3	-0.8	-0.2
CC(NC(=O)OC(C)(C)C)C(=O)N1CCCC1C(=O)NC(Cc1ccccc1)C(N)=O (stereo not drawn)	i	2	-10	-10	4	0	-1	-1	-1.1	-0.7
COc1ccc(S(=O)(=O)NCC2CCCN(CC(C)(C)C)C2)cc1 (stereo not drawn)	i	0	-8	1	6	0	-1	1	0.5	-0.1
Clc1ccc(-c2cc(-c3ccccc3)on2)cc1	i	3	9	-2	8	3	19	3	-3.5	-0.4
Cc1cc(C)c(NC(=O)C(C)OC(=O)c2cc(Br)c(Br)s2)c(C)c1 (stereo not drawn)	i	-1	-5	-3	0	-3	12	7	-3.2	-0.1
Cc1[nH]c2ccccc2c1/C=C(\C#N)C(=O)NC(C)c1ccccc1 (stereo not drawn)	i	-6	-121	7	11	-1	-7	0	-0.1	0.2
Cc1ccc2cc(CN(C(=O)c3ccco3)c3ccccc3)c(=O)[nH]c2c1	i	-6	-6	-4	-1	3	0	-1	0.3	0.2
COc1ccccc1C/C(N)=N/OC(=O)c1cccc([N+](=O)[O-])c1	i	-6	-5	-9	-3	-28	-1	5	0.9	-0.7
CCCCN(C(=O)c1cc(S(=O)(=O)N2CCOCC2)ccc1F)c1c(N)n(CCCC)c(=O)[nH]c1=O	i	-1	11	-2	-6	1	6	1	-0.7	-0.1
CC(=O)OCCN(C)c1cc(SC(C)C)c2nonc2c1[N+](=O)[O-]	i	-4	5	-7	-7	-21	-5	-2	0.2	-0.8
O=C(COC(=O)CCc1c[nH]c2ccccc12)NC(c1ccccc1)c1ccccc1	i	0	-9	-7	-8	-4	5	-20	3.2	-0.4
CCOC(=O)C1=c2s/c(=C\c3ccncc3)c(=O)n2C(N)=C(C(=O)OC)C1c1ccncc1 (stereo not drawn)	i	3	9	-19	2	-10	9	1	1.3	-1.0
O=C(NCC1CCCO1)c1cc(-c2ccc(Cl)cc2Cl)on1 (stereo not drawn)	i	-3	-3	-5	-3	-1	0	7	-0.9	1.1
CCOC(=O)C(=CNc1ccc(-c2ccco2)c(Cl)c1)C(=O)OCC	i	3	-36	-8	-7	1	3	14	3.4	0.3
CCn1ccnc1CC1COc2ccccc2O1 (stereo not drawn)	i	1	6	-12	-3	6	4	-1	0.9	-0.3
O=C(Nc1ccc2cn[nH]c2c1)c1ccc(S(=O)(=O)N2CCOCC2)cc1	i	-5	-8	7	-5	1	-2	1	-2.3	-0.4
Cc1ccc(-c2nn3c(C)nnc3s2)cc1NC(=O)c1ccc(-c2ccc(Cl)cc2Cl)o1	+	93*	-66	43	0	12	66*	124*	44	-0.6
CCC(C)NC(=O)Cc1ccc(-c2ccccc2)cc1 (stereo not drawn)	i	-1	-32	-2	1	-4	-2	4	-0.5	-1.0

Screening data deposited in PubChem BioAssay by several laboratories.
